Source: PubChem (National Center for Advancing Translational Sciences (NCATS))
S3 lipid droplet: qHTS Assay for Lipid Storage Modulators in Drosophila S3 Cells; 320,000 tested, 0.64% active; Drosophila S3 cells, BODIPY lipid droplet fluorescence, 18-24 h; cells fed with added oleic acid; lipid storage change, negative = inhibition, % at the top dose, mostly 46.1 µM; hits show Potency in µM; active means well fitted inhibition curve with a large enough effect in the signal ratio, with a control signal flat, not every such curve was filed as active; inconclusive means small, poorly fitted or top-dose-only effect, or effect the other way, or a change in a side signal; the % refers to the signal ratio
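Drosophila S3 cells got compounds at several concentrations plus oleic acid (400 uM solution). Laser-scanning cytometry with 488 nm excitation read lipid droplets at 500-530 nm and cells at 575-640 nm. Percent activity was relative to 20 uM Triacsin C.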
S3 lipid droplet cell count max: recorded beside S3 lipid droplet, whose call it bears; cell number change, %; measured here: cell count max response;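 cells counted by Cell Tracker Red CMTPX staining in the red channel; peak over a dose series mostly up to 46.1 µM; percent activity relative to internal control wells on each plate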
An asterisk follows results filed as active; i = inactive; ? = inconclusive; / = not tested or not shown. On the % scale 0 is the no-effect control and ±100 the full control effect; potency means the concentration at half of the fitted maximal effect.

| mol | S3 lipid droplet | S3 lipid droplet cell count max |
| --- | --- | --- |
| CCc1nnc(NC(=O)c2ccc(-c3ccc(Cl)cc3)o2)s1 | i | / |
| O=C(O)C1CCCCC1C(=O)NCCc1ccncc1 (stereo not given) | ? | / |
| Cc1ccc(OCC(O)CN2CCCC2)cc1 (stereo not given) | ? | / |
| O=[N+]([O-])c1nn(-c2ccccc2)[n+]([O-])c1N1CCN(c2ccccc2F)CC1 | 1% | 17 |
| Cc1nc2sc(C(c3ccco3)N3CCOCC3)c(O)n2n1 (stereo not given) | 5% | 8 |
| O=C(NC1CCCCCC1)c1cc(S(=O)(=O)N2CCCCC2)ccc1N1CCOCC1 | ? | / |
| CC(C)N(C(=O)COC(=O)CNC(=O)c1ccc(Br)cc1)c1ccccc1 | 12% | 0 |
| Cc1ccc(NC(=O)CN2CCCCCC2)c(Br)c1 | ? | / |
| O=C(C#Cc1ccccc1)Nc1ccccc1F | i | / |
| CCS(=O)(=O)NCc1ccc2c(c1)cc(C)n2C | 16% | 15 |
| CCCC(=O)Nc1nnc(S(=O)(=O)N2CCCCCC2)s1 | ? | / |
| CC(=O)Cn1cnc2c(sc3nc(C)cc(C)c32)c1=O | 6% | 21 |
| COc1ccc(C(=O)Nc2ccc(S(=O)(=O)Nc3ncccn3)cc2)cc1OC | -12% | -7 |
| Cc1cc(C)c(NC(=O)C2=CCN(S(=O)(=O)c3ccc(F)cc3)CC2)c(C)c1 | 14% | 2 |
| COc1ccc(NC(=O)CN2CCN(c3ccc(F)cc3)CC2)cc1Cl | i | 19 |
| COc1ccccc1NC(=O)CCn1cnc2ccccc2c1=O | 15% | 19 |
| COc1ccc(NC(=O)C2=CC(c3ccc(C)cc3)=NS(=O)(=O)N2C)cc1OC | i | -8 |
| O=C(CSc1nnc(COc2ccccc2F)n1-c1ccccc1)NCc1ccco1 | i | 18 |
| Cc1ccccc1NC(=S)NCC(c1cccnc1)N1CCOCC1 (stereo not given) | 11% | 10 |
| CCOC(=O)CSc1nnc(COc2ccc3ccccc3c2)o1 | ? | / |
| Cc1cccc(C(C)C)c1NC(=O)COC(=O)COc1ccc2c(C)cc(=O)oc2c1 | 10% | 4 |
| COc1cc(C(=O)Oc2ccccc2/C=N/NC(=O)c2ccc(C)cc2)cc(OC)c1OC | 10% | -11 |
| COC(=O)[C@@H](NC(=O)NCc1cccc(OC)c1)C(C)C | 11% | -13 |
| COc1ccc(NS(=O)(=O)c2ccc(-c3coc(C)n3)cc2)cc1 | ? | / |
| C=CCNC(=O)/C(C#N)=C/c1ccccc1Cl | ? | / |
| CNC(=S)N/N=C1\CC(c2ccccc2)Oc2ccccc21 (stereo not given) | ? | / |
| CN1C(=O)[C@H]2[C@@H](C3CC3)N3C(=O)CN(Cc4ccccc4)C(=O)[C@@]3(C)[C@H]2C1=O | 13% | 15 |
| O=C(NC(=S)Nc1cc(Cl)ccc1N1CCOCC1)c1ccccc1[N+](=O)[O-] | ? | / |
| CC(=O)OCCCn1c(C)[n+](C)c2cc(Cl)c(Cl)cc21 | -3% | 10 |
| CC1CCN(S(=O)(=O)c2cn(C)c(=O)n(C)c2=O)CC1 | ? | / |

Some of the entries so far, as labelled records.
> O=[N+]([O-])c1nn(-c2ccccc2)[n+]([O-])c1N1CCN(c2ccccc2F)CC1
  S3 lipid droplet = 1%	S3 lipid droplet cell count max = 17
> Cc1nc2sc(C(c3ccco3)N3CCOCC3)c(O)n2n1 (stereo not given)
  S3 lipid droplet = 5%	S3 lipid droplet cell count max = 8
> O=C(NC1CCCCCC1)c1cc(S(=O)(=O)N2CCCCC2)ccc1N1CCOCC1
  S3 lipid droplet = ?	S3 lipid droplet cell count max = /
> CC(C)N(C(=O)COC(=O)CNC(=O)c1ccc(Br)cc1)c1ccccc1
  S3 lipid droplet = 12%	S3 lipid droplet cell count max = 0

Next section:
| mol | S3 lipid droplet | S3 lipid droplet cell count max |
| --- | --- | --- |
| Cn1c(SCC(=O)Nc2ccc3c(c2)OCO3)nnc1-c1cnccn1 | ? | / |
| COc1ccc(C(=O)N2CCc3cc(OC)c(OC)cc3C2c2cccc([N+](=O)[O-])c2)cc1OC (stereo not given) | i | / |
| CC(=O)N1CCN(Cc2nc3cc(NS(C)(=O)=O)ccc3n2C)CC1 | ? | / |
| CC(NC(=O)c1ccccc1)c1ccc(Br)cc1 (stereo not given) | ? | / |
| CCN(CC(=O)Nc1ccc(NC(C)=O)cc1)C(=O)c1ccc2ccccc2c1 | 19% | / |
| O=C(O)CCCN1C(=O)/C(=C\c2ccccc2OCc2ccccc2)SC1=S | ? | / |
| O=C(Nc1ccc(N2CCN(C(=O)c3ccco3)CC2)c(Cl)c1)c1cc2ccccc2o1 | 0% | -24 |
| NNC(=O)CNC(=O)C12CC3CC(CC(C3)C1)C2 | ? | / |
| O=C(Nc1ccc2c(c1)OCO2)c1ccccc1SCC(=O)N1CCCC1 | ? | / |
| Cc1cccc(N=Nc2c(O)[nH]c3ccc(F)cc23)c1 | ? | / |
| Cc1ccccc1CSCC(=O)NNC(=S)NCC1CCCO1 (stereo not given) | ? | / |
| O=C(NCc1ccccc1F)C(c1ccccc1)c1ccccc1 | i | 8 |
| COC(=O)CN1C(=O)C2(C(C#N)=C(N)Oc3cc(C)oc(=O)c32)c2ccccc21 (stereo not given) | 28% | 10 |
| CC(CNC(=O)CCS(=O)(=O)c1cc2c(cc1Cl)NC(=O)CO2)c1ccccc1 (stereo not given) | -9% | -1 |
| Clc1nc2c(ccc3ccccc32)[nH]1 | ? | / |
| CN(C)/C=C/C(=O)c1cnc(-c2ccc(Cl)cc2)s1 | ? | / |
| N#CCc1ccc(NC(=O)Cn2c(=O)oc3ccccc32)cc1 | i | 7 |
| Cc1ccc2cn[nH]c2c1[N+](=O)[O-] | ? | / |
| COCCNc1nc(-c2ccccc2)nc2c1oc1ccccc12 | ? | / |
| Cn1c(CSc2nnc(SCc3ccccc3)s2)nc2ccccc21 | 6% | 19 |
| O=C1c2ccccc2C(=O)N1CCCC(=O)N1CCCc2ccccc21 | ? | / |
| COc1cccc(NC(=O)c2nnn(Cc3ccc(Br)cc3F)c2N)c1 | ? | / |
| CC1O[C@@H](O[C@H](C)CC[C@@H](C)O[C@H]2OC(C)[C@@H](O)C[C@H]2O)C(O)C[C@H]1O (stereo not given in full) | ? | / |
| Cc1ccccc1OCC(=O)NNC(=O)Cc1ccc(S(=O)(=O)N2CCOCC2)s1 | 16% | 26 |
| CCCC1S/C(=N/N=C/c2ccco2)NC1=O (stereo not given) | ? | / |
| CCS(=O)(=O)N1Cc2ccccc2CC1C(=O)N1CCN(c2cccc(C)c2C)CC1 (stereo not given) | 14% | -11 |
| COc1cccc(C(=O)COC(=O)CCC(=O)NC2CCCCC2)c1 | ? | / |
| NC(=O)CSc1ccc(-c2ccc(F)cc2)nn1 | ? | / |
| CCN1CN(Cc2ccco2)CNC1=S | ? | / |
| Cc1ccc(S[C@@H](CCN2CC[C@H](O)CCC2=O)c2ccccc2)cc1 | ? | / |
| O=C(O)Cc1sc(Nc2ccccc2)nc1-c1cccs1 | -13% | / |
| CCN1/C(=C/C(=O)c2ccco2)Sc2ccccc21 | ? | / |
| O=c1cc[nH]c2ccc([N+](=O)[O-])cc12 | ? | / |
| CN(C)CCCN(C(=O)c1ccc(S(=O)(=O)N2CCc3ccccc3C2)cc1)c1nc2c(F)cccc2s1 | ? | / |
| CC(=O)NC[C@H]1CN(c2ccc(N3CCOCC3)c(F)c2)C(=O)O1 | ? | / |
| COc1ccc(N2CCN(C(=O)c3oc4ccccc4c3NC(=O)Cc3ccc(OC)c(OC)c3)CC2)cc1 | 26% | -10 |
| COc1cc(C)c(S(=O)(=O)NCc2ccc3c(c2)OCO3)cc1C | ? | / |
| CCn1cc(C(=O)OCC(=O)Nc2ccc(S(=O)(=O)N3CCCC3)cc2)c(=O)c2ccc(C)nc21 | ? | / |
| Nc1nc(SCc2ccc(Br)cc2)n[nH]1 | ? | / |
| Cc1ccc(CSCCNC(=O)c2cccc([N+](=O)[O-])c2)cc1 | ? | / |
| CC(=O)c1ccc(OCC(O)CN2CCc3ccccc3C2)cc1 (stereo not given) | 1% | 10 |
| C=CCn1c(SCC(=O)Nc2nnc(CC)s2)nnc1-c1cccnc1 | -6% | -1 |
| COc1ccc(Oc2ccc(N/C=C3\CCCC3=O)cc2)cc1 | ? | / |
| Cc1ccc(-n2nc3c(=O)n(CC(=O)NCCc4ccco4)nc(C)c3c2C)cc1 | 22% | -17 |
| CC(=O)c1ccc(NC(=S)NCCCN2CCOCC2)cc1 | -14% | 4 |
| COc1ccc(S(=O)(=O)N2CCOCC2)cc1N(C)S(=O)(=O)c1ccc(C)cc1 | ? | / |
| NC(=O)CSc1nnc(Cc2ccc3c(c2)OCO3)n1C1CCCCC1 | ? | / |
| Cc1cc(=O)oc(C)c1C(=O)N[C@@H](Cc1ccccc1)C(=O)O | ? | / |
| CCN(CC)S(=O)(=O)c1cc(NC(=O)C2Cc3ccccc3C(=O)O2)ccc1C (stereo not given) | 2% | -4 |
| COc1cc(OC)c(C2N(c3ccc(Cl)c(Cl)c3)C(=O)C3CCCN32)cc1OC (stereo not given) | 9% | -13 |
| CC(Sc1nc2c(cc1C#N)CCCCC2)C(=O)O (stereo not given) | ? | / |
| CCC(C)(C(=O)NC1CCCC1)N(C(=O)c1cnccn1)c1ccccc1 (stereo not given) | ? | / |
| Nc1n[nH]c(CCCO)n1 | ? | / |
| CCC(CO)Oc1cc(NCc2ccccc2F)c2ncn(C(C)C)c2c1 (stereo not given) | ? | / |
| Cc1ccc(N(CC(=O)Nc2cccc(C)c2)S(=O)(=O)c2cccc3nonc23)cc1 | -20% | / |
| COC(=O)c1ccc(OC)c(OC2CCCC2)c1 | 8% | 18 |
| CC(C)C(=O)c1cn(CC(=O)NCc2ccc3c(c2)OCO3)c2ccccc12 | -8% | -15 |
| N#C/C(=C(/O)CSc1ccccn1)c1nc2ccccc2s1 | 6% | -10 |
| COc1ccccc1S(=O)(=O)c1ccccc1[N+](=O)[O-] | -3% | 11 |
| O=c1[nH]cnc2scc(-c3ccc(Br)cc3)c12 | 0% | 12 |

Carrying on:
| mol | S3 lipid droplet | S3 lipid droplet cell count max |
| --- | --- | --- |
| CC1CCN(C(=O)CN2C(=O)COc3ccc(Cl)cc32)CC1 | ? | / |
| COc1ccc(OC)c(S(=O)(=O)Nc2ccc3oc(C)c(C(C)=O)c3c2)c1 | i | -9 |
| COc1ccc(C(=O)NNc2ccccc2)cc1 | ? | / |
| C=CCOc1ccc(Br)cc1CNCC | ? | / |
| COc1cc(NC(=O)NS(=O)(=O)c2ccc(C)cc2)cc(OC)c1 | i | / |
| CCOC(=O)c1cc(CC)sc1NC(=O)c1cccc(N2C(=O)CCC2=O)c1 | -6% | -8 |
| O=C(Nc1nnc(CC(=O)N2CCOCC2)s1)c1cccs1 | i | / |
| O=C(O)C(Cc1ccccc1)N1C(=O)/C(=C/C=C/c2ccco2)SC1=S (stereo not given) | 9% | -2 |
| CCN(c1ccccc1)S(=O)(=O)c1cc2c(cc1C)N(C)CCO2 | ? | / |
| O=C(CCNC(=O)c1ccc(Cl)cc1)Nc1ccc(S(=O)(=O)N2CCOCC2)cc1 | -3% | -19 |
| CN(C(=O)COC(=O)Cc1c(F)cccc1Cl)c1c(N)n(Cc2ccccc2)c(=O)[nH]c1=O | 27% | -5 |
| CCC(C(=O)NCc1ccco1)n1nc(C)n2c(cc3occc32)c1=O (stereo not given) | ? | / |
| C=CCOc1cccc(C2/C(=C(\O)c3ccc(F)cc3)C(=O)C(=O)N2CCN(C)C)c1 (stereo not given) | ? | / |
| CCCNC(=O)c1ccc(SCC(=O)N(CC)CC)c([N+](=O)[O-])c1 | ? | / |
| CNC(=S)N1CCc2cc(OC)c(OC)cc2C1COc1ccc(OC)cc1 (stereo not given) | ? | / |

Profiles, quoted from the list:
Entry for COc1ccc(C(=O)NNc2ccccc2)cc1 → S3 lipid droplet = ?; S3 lipid droplet cell count max = /
Entry for CCOC(=O)c1cc(CC)sc1NC(=O)c1cccc(N2C(=O)CCC2=O)c1 → S3 lipid droplet = -6%; S3 lipid droplet cell count max = -8
Entry for COc1cc(NC(=O)NS(=O)(=O)c2ccc(C)cc2)cc(OC)c1 → S3 lipid droplet = i; S3 lipid droplet cell count max = /

Later entries:
| mol | S3 lipid droplet | S3 lipid droplet cell count max |
| --- | --- | --- |
| CCOc1cc(-n2ncc(C#N)c2N)nc(SC)n1 | 0% | -3 |
| OCCCNC(=S)Nc1ccc(Nc2ccccc2)cc1 | -1% | 0 |
| CCN(CC)CCN(C(=O)CCS(=O)(=O)c1ccccc1)c1nc2c(C)cc(C)cc2s1 | -7% | -18 |
| O=C(C1CC1(c1ccccc1)c1ccccc1)N1CCOCC1 (stereo not given) | 3% | 13 |
| CCC(C)(C(=O)NC1CCCCC1)N(Cc1ccco1)C(=O)c1cnccn1 (stereo not given) | ? | / |
| Cc1ccc(/C=N/N2C(=S)SC(C)(C)C2N(O)C(=O)Nc2ccc([N+](=O)[O-])cc2)cc1 (stereo not given) | ? | / |
| Cc1ccccc1NC(=O)COC(=O)c1n[nH]c(=O)c2ccccc12 | ? | / |
| CCCn1c(N)c(Sc2ccc(C)cc2)c(=O)n(CCC)c1=O | i | / |
| CC(C)Cn1c(-c2ccncc2)n[nH]c1=S | -1% | 6 |
| Cc1ccc(C)c(NC(=S)/C(=C(\[O-])c2ccc(Cl)s2)[n+]2ccccc2)c1 | ? | / |
| COc1cc(/C=N/N=C(N)N)ccc1OCc1ccccc1Cl | ? | / |
| COc1ccc(CCNC(=O)C2CCN(S(=O)(=O)N3CC(C)CC(C)C3)CC2)cc1OC (stereo not given) | 4% | -1 |

The list is partial, so the mix of outcomes need not match the whole.
